Compound activity as filed in PubChem.
HepG2 tox – counter-screen for TGF-b inhibitors: cytotoxicity in HepG2 cells; HepG2 CAGA-GFP viability, ATP luminescence, 18 h; Potency, µM (series often up to 46.1 µM), without a hit: top-dose activity change, negative = cytotoxicity, usual class: cytotoxic; actives 0.76% (n = 410,000); AID 588856; also: potency is read from the fitted curve at half-maximal effect; some results filed as inactive show a strong effect at the top dose
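CellTiter-Glo luminescence gave cytotoxicity after 18 hours at 37 degrees C. The cells were HepG2 CAGA-GFP in 1% FBS DMEM, stimulated with 500 pg/mL TGF-beta after compound addition. %Activity was normalised to no-cell wells (complete cell-killing) and DMSO (no toxicity), and curves were fitted and classified.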
HT1080 IDH1KD tx – toxicity to HT-1080 IDH1 knockdown cells (counter line); HT-1080 IDH1 knockdown viability, ATP luminescence, 48 h; Potency, µM (top dose mostly 46.1 µM), for inactives: at the top dose activity, negative = toxicity, most hits filed as cytotoxic; actives 2% (n = 360,000); AID 686971;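 also: potency is read from the fitted curve at half-maximal effect; 0% = DMSO wells and -100% = cell-free medium wells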
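Assay cells: HT-1080 with IDH1 knockdown, 750 per well, RPMI/5% FBS. Exposure: 48 h at 37 °C following 2 h pre-incubation. Read: CellTiter-Glo luminescence; fitted concentration-response, curve class assigned.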
KB-3-1 cytotox – KB-3-1 parental cell cytotoxicity; Potency, µM (highest dose often 46.1 µM), without a hit: at the highest dose activity change, negative = cytotoxic, most hits filed as cytotoxic; KB-3-1 viability, CellTiter-Glo ATP luminescence, 72 h; actives 1.4% (n = 400,000); AID 1347075; also: potency is read from the fitted curve at half-maximal effect; % is scaled to controls: 0 for no effect and ±100 for the full control effect; nearly all actives have a fitted effect of over 60% in size
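Viability of parental KB-3-1 cells, measured by CellTiter-Glo luminescence, followed a 72 h incubation at 37 °C with pinned compounds in phenol-red-free DMEM containing 10% FBS.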
HT1080NT lethal – kills 2HG-producing HT-1080-NT fibrosarcoma cells | Potency, µM (titrated, usually from 46.1 µM), inactives show top-dose activity, negative = less viability, usual class: cytotoxic | HT-1080-NT fibrosarcoma viability, CellTiter-Glo ATP luminescence, 48 h | actives 1.6% (n = 360,000);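 also: NT is the 2HG producing partner of a matched IDH1 knockdown line; potency is read from the fitted curve at half-maximal effect; 0% = DMSO-treated cells and -100% = media-only wells without cells; nearly all actives have a fitted effect of over 55% in size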
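Luminescent CellTiter-Glo readout after 48 hours of compound exposure at 37 degrees C defined viability of HT-1080-NT cells. Activity was normalized to DMSO wells and cell-free media wells; concentration-response curves were fitted and assigned curve classes.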
ATXN2 expr inh – inhibitors of ATXN2 expression; HEK-293 ATXN2-luciferase reporter, luminescence, 24 h; Potency, µM (highest dose often 57 µM), inactives show at the highest dose activity change, negative = inhibition, actives largely listed as inhibitors; actives 0.72% (n = 360,000); AID 1745845; also: potency is read from the fitted curve at half-maximal effect; % is scaled to controls: 0 for no effect and ±100 for the full control effect; nearly all actives have a fitted effect of over 55% in size
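ATXN2-luciferase reporter cells (luciferase flanked by upstream and downstream ATXN2 gene portions) were treated 24 h at 37 °C with compounds at up to 57 uM. SteadyGlo luminescence gave expression; GF-AFC fluorescence gave viability.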
IL-1B inflam inh – inflammasome signaling inhibition, IL-1 beta readout; THP-1 LPS/ATP IL-1B secretion, AlphaLISA, 16 h; stronger effect = lower value; actives 4.7% (n = 360,000); activity change, % at 57.5 µM; in the data active = activity change below about -50%; inconclusive = mostly about -30% to -49%; also: % is scaled to controls: 0 for no effect and ±100 for the full control effect
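Secreted IL-1B measured by AlphaLISA bead assay after 16 h compound exposure of THP-1 cells; compounds (final up to 57.5 uM) added 1 h before LPS (250 ng/mL) and ATP (1.25 mM) stimulation; lower signal means less secretion.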
SW480 rerep – inducers of DNA re-replication in SW480 colon cancer cells; AID 624297; actives 1.8% (n = 340,000); SW480 DNA re-replication, Hoechst DNA content imaging, 48 h; Potency, µM (titrated, usually from 46.1 µM), without a hit: at the top dose re-replication activation, hits mostly activators; also: potency is read from the fitted curve at half-maximal effect; % of control where 0% means no effect; nearly all actives have a fitted effect of over 55% in size
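Cells (250 per well) received 23 nL compound or DMSO by pin tool and were kept 48 hr at 37 C, 5% CO2. Nuclei were then stained with Hoechst for 40 min and scanned for DNA content.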
ATXN viability – cell viability loss in ATXN counter-screen; S2 cells (HEK-293 line with an ATXN2-luciferase reporter) viability, CellTiter-Fluor protease fluorescence, 24 h; Potency, µM (titrated, usually from 56.7 µM), most hits filed as cytotoxic; AID 651635; actives 0.49% (n = 400,000); also: potency is read from the fitted curve at half-maximal effect; nearly all actives have a fitted effect of over 40% in size
MCF10A rereplic – DNA re-replication induction in MCF 10a cells; MCF 10A DNA re-replication, Hoechst nuclear intensity, 48 h; Potency, µM (doses to about 46.1 µM), for the others: at the highest dose activity, positive = re-replication, most hits filed as activators; actives 2.9% (n = 350,000); AID 624296; also: potency is read from the fitted curve at half-maximal effect; % of control where 0% means no effect; nearly all actives have a fitted effect of over 50% in size
Active calls of the source: *; i = inactive; u = inconclusive; x = not tested or not shown; & = joins results of further samples; [ ] = dose if it differs, or a comment. Unless noted, calls follow the shape of the dose curve; as a rule, active = well fitted curve in the direction sought with a large enough effect; inconclusive = small, poorly fitted or top-dose-only effect, or another doubt; inactive = no such curve, though single readings can be large; an effect the other way counts as inactive or inconclusive.

Values in the order: HepG2 tox | HT1080 IDH1KD tx | KB-3-1 cytotox | HT1080NT lethal | ATXN2 expr inh | IL-1B inflam inh | SW480 rerep | ATXN viability | MCF10A rereplic
O=C(NCc1ccccc1)/C(=C\c1ccc(O)cc1)NC(=O)c1ccco1
 : -29.0% | -1.5% | x | -1.6% | 3.1% | -1.3 | 2.6% | i | -2.5%
CCCCCNC(=O)CCn1c(=O)[nH]c2ccccc2c1=O
 : -23.7% | x | 0.0% | x | -4.7% | x | x | i | x
Cc1ccc(C(=O)N2CCN(C)CC2)cc1S(=O)(=O)N1CCCCCC1
 : 8.5% | -6.2% | 8.1% | 3.1% | -0.4% | 38.4 | -10.6% | i | -0.8%
COC(C[C@H](O)[C@@H](C)[C@H](O)COCc1ccccc1)OC
 : 16.9% | -7.1% | -22.3% | -2.6% | 11.3% | 19.8 | -2.8% | i | 9.7%
COc1ccccc1-c1ocnc1C(=O)Nc1ccc(N2CCOCC2)cc1N1CCOCC1
 : -9.4% | -4.0% | 4.4% | -6.4% | -17.2% | -18.3 | -5.5% | i | -1.1%
CC(C)Sc1nc2c(c(=O)[nH]c(=O)n2C)n1CCc1ccccc1
 : -8.6% | 4.3% | -0.8% | 8.8% | 0.5% | -19.1 | -6.7% | i | u
COc1ccccc1N(Cc1ccccc1)S(=O)(=O)c1cccc(C(=O)Nc2ccccn2)c1
 : -10.4% | u | u | u | 59.0%[activator] | u | u | i | 8.7%
CCOCCCNC(=O)C1CCC(CNS(=O)(=O)c2ccc(OC)cc2)CC1 (stereo unspecified)
 : 17.0% | 9.6% | 4.0% | 2.8% | -28.5% | 3.8 | 3.2% | i | 1.7%
CCOC(=O)C1(CC2CCCCO2)CCN(Cc2nc(-c3cccs3)oc2C)CC1 (stereo unspecified)
 : -30.0% | 0.4% | 0.0% | -6.5% | -5.2% | -4.0 | -6.4% | i | 5.0%
O=C(NCc1cccs1)c1ccc(CSc2nc3cccnc3n2Cc2ccccc2)cc1
 : -36.5% | x | -23.4% | x | -13.7% | x | x | u | x
CCn1nc(NC(=O)c2cccnc2)c2cc3ccccc3nc21
 : -7.6% | -7.9% | u | 2.6% | -10.5% | -19.1 | 2.7% | i | u
Cc1ccc(Oc2c(C=O)c3ccccc3n2C)cc1
 : -24.4% | -14.6% | -9.4% | -19.2% | 1.1% | -17.7 | 1.8% | i | 12.6%
COc1ccccc1C(=O)Oc1cc(C)[nH]c(=O)c1[N+](=O)[O-]
 : 0.2% | -8.8% | -4.7% | -17.8% | -4.2% | 6.6 | -3.6% | i | 7.2%
CC(C)CCOc1ccc(C2(C)NC(=O)NC2=O)cc1 (stereo unspecified)
 : -15.3% | -0.4% | -4.2% | -2.6% | x | 12.4 | 1.9% | u | -5.7%
CC(C)(C)Cc1c(-c2ccc(Br)cc2)nc2ccc(Br)cn12
 : -33.2% | -23.7% | -2.3% | u | -27.6% | 38.5 | x | u | x
O=C(c1cc(C2CC2)nn1-c1ccccc1)N1CCN(S(=O)(=O)c2c(F)cccc2F)CC1
 : 3.6% | 5.7% | u | -0.7% | -6.3% | -0.4 | 6.1% | i | 13.4%
CCCCCC(=O)Nc1ccc(C(=O)COC(=O)CN2C(=O)NC3(CCCC3)C2=O)cc1
 : -0.7% | 0.4% | -10.0% | 4.0% | 8.4% | 7.0 | -6.5% | i | 0.6%
CCNC(=S)N/N=C/c1ccccc1[N+](=O)[O-]
 : 3.8% | 16.4% | 0.8% | 19.6% | 9.3% | 29.1 | -3.3% | i | -6.6%
CCc1ccc2[nH]c(=O)c(CN(CC3CCCO3)C(=S)NCc3ccco3)cc2c1 (stereo unspecified)
 : -17.0% | 1.1% | 7.7% | 0.3% | -1.6% | u | 7.1% | i | u
COc1ccc(-c2nc3c4ccccc4n(CC(=O)N4CCN(c5ccc(F)cc5)CC4)c(=O)n3n2)cc1
 : 0.8% | x | -5.8% | x | 6.8% | x | x | i | x
CC(C)CCN1CCN(C2CCN(c3ccc4c(c3)OCO4)CC2)CC1CCO (stereo unspecified)
 : -1.1% | -5.2% | 12.4% | -27.7% | 5.2% | 10.4 | 5.1% | i | -3.9%
COc1cccc(COC(=O)C2CCN(S(=O)(=O)c3ccc(F)cc3)CC2)c1OC
 : -4.6% | 9.3% | 7.6% | -1.2% | -2.8% | 11.6 | -5.1% | i | 6.7%
N#Cc1c(NCCN)nc(-c2ccco2)c2c1CCCC2
 : -29.0% | u | u | u | 12.6µM* | -104.8* | 18.4µM* | i | 11.6µM*
O=C(CSc1n[nH]c(Cc2ccccc2)n1)Nc1ccccc1Br
 : 0.3% | 1.0% | 0.2% | 1.8% | -7.8% | 4.9 | -0.2% | i | -9.0%
O=c1cc(CSc2ccc(Cl)cc2)nc(N2CCOCC2)[nH]1
 : -14.5% | -12.0% | -17.7% | -5.1% | -2.7% | 26.0 | -9.8% | i | 2.9%
CC(=O)CSc1ncnc2sc3c(c12)CCC(C)C3 (stereo unspecified)
 : -3.5% | -5.3% | u | -9.6% | 23.3% | 14.9 | -0.6% | i | -1.7%
COc1cc(OC)nc(C(NC(=O)C2CCN(Cc3ccc(N(C)C)cc3)CC2)c2ccc(F)cc2)n1 (stereo unspecified)
 : -5.5% | 0.0% | 0.0% | 1.2% | -0.1% | -6.5 | x | i | x
O=C(O)c1ccn(Cn2cnc3ccccc32)n1
 : -14.6% | 3.7% | 8.9% | 7.0% | -6.7% | 17.3 | -2.3% | i | -0.1%
COc1cccc(-c2nc(CS(=O)(=O)CC(=O)NCCC(C)C)c(C)o2)c1
 : -15.5% | -3.9% | 11.6% | -6.3% | -7.0% | -27.1 | -16.7% | i | -6.8%
CC(=O)c1sc(NC(=O)c2ccccc2F)nc1-c1ccccc1
 : -9.9% | -5.1% | 2.3% | 8.3% | 28.5% | -1.7 | -2.3% | i | 23.1%
O=C(Nc1ccccc1)N1CCC(C(=O)N2CCCC(C(F)(F)F)C2)CC1 (stereo unspecified)
 : -4.0% | -10.7% | x | -15.8% | -7.4% | -3.8 | 1.0% | i | -3.9%
COc1ccc(C/C(N)=N/OC(=O)c2ccco2)cc1OC
 : -21.2% | 1.5% | 0.1% | -1.1% | -1.7%[11.3 µM] | 9.6 | -0.8% | i | -10.3%
CN1OC[C@@H]2CN(C(=S)NCCc3ccccc3)[C@H](c3ccccc3Br)C[C@@H]21
 : -12.8% | u | 0.0% | -17.4% | 14.2% | -25.2 | x | u | x
CCOc1ccc(CN(C(=O)c2cccs2)C2CCS(=O)(=O)C2)cc1 (stereo unspecified)
 : 6.2% | 3.9% | 1.4% | -9.6% | -6.0% | 23.5 | -4.0% | i | 0.4%
COc1cccc(-c2c(C(=O)N/N=C/c3ccsc3)nnn2-c2nonc2N)c1
 : -4.4% | -4.7% | -4.0% | 3.5% | -6.2% | -7.9 | -26.3% | i | 1.1%
COc1cccc(S(=O)(=O)Nc2ccc3c(c2)[C@@H]2C[C@H](CC(=O)NCCc4ccccc4)O[C@H](CO)[C@@H]2O3)c1
 : -10.2% | -4.0% | u | -5.5% | -6.1% | -13.0 | x | i | x
CCCN(CCC)CCCNC(=O)c1cn(CC)c2ccc(S(=O)(=O)N3CCc4ccccc4C3)cc2c1=O
 : -10.3%&-15.3% | 2.7% | 0.0%&-25.9% | -8.7% | u | -102.7* | -7.3% | i | -1.2%
O=C(Nc1ccc2c(c1)OCCO2)C1CCN(S(=O)(=O)c2ccc3c(c2)OCCO3)CC1
 : -13.1% | 5.2% | -16.5% | 27.5% | 13.5% | -0.4 | 0.6% | i | 7.2%
CCOc1ccc(NC(=O)/C(C=Nc2ccccc2)=C(\C)O)cc1
 : -26.9% | 23.1% | 7.0% | 22.4% | 0.4% | -4.3 | -5.9% | x | 2.9%
COc1ccc(CNC(=O)c2ccc(N3CCCC3)c(NC(=O)NCc3ccc(F)cc3)c2)cc1
 : -26.2% | x | u | x | -20.7% | x | x | u | x
CCN1CCN(C(=O)c2cc(S(=O)(=O)Nc3ccc(S(C)(=O)=O)cc3)ccc2Cl)CC1
 : -44.2% | 12.0% | 14.5% | -0.2% | -5.0% | 5.0 | 0.4% | i | 4.9%
COc1ccccc1NC(=O)C1=C(C)Nc2nc(SC)nn2C1c1ccccc1Cl (stereo unspecified)
 : -27.4% | x | u | x | 0.0% | x | x | u | x
CCCCC1(C(=O)OCC)NC(c2ccc(O)cc2)C2C(=O)N(c3ccccc3)C(=O)C21 (stereo unspecified)
 : -16.3% | 11.3% | -1.2% | -3.7% | -20.3% | 12.4 | 1.8% | u | 13.9%
CCc1cccc(C)c1NC(=S)N1CCCC1C(=O)O (stereo unspecified)
 : 10.9% | 4.0% | -5.9% | -2.3% | 0.9% | 5.1 | -7.3% | i | -1.6%
COc1ccc(-c2cc3c(=O)n(CC(=O)Nc4ccccc4C(F)(F)F)ccn3n2)cc1OC
 : -2.2% | x | 7.7% | x | -3.4% | x | x | i | x
O=c1cc(CSc2n[nH]c(-c3ccncc3)n2)nc2sccn12
 : -9.8% | 5.1% | -5.3% | 6.9% | -14.1% | 0.1 | -1.4% | i | -0.4%
COc1cc(O)c(/C=N/NC(=O)c2ccncc2)c(OC)c1[N+](=O)[O-]
 : 5.5% | -0.6% | 7.9% | -8.5% | x | 25.6 | -83.7%[inhibitor] | i | -0.3%
CC(C)CC(=O)N1CCN(C(=O)CCC2CCCC2)CC1
 : -10.5% | 26.5% | 5.4% | 21.2% | -4.3% | -0.6 | -2.3% | i | -13.5%
C/C(=N\NC(=O)CCn1nc(C)cc1C)C(C)(C)C
 : -30.0% | -1.0% | -2.6% | -7.2% | -9.1% | 88.8 | -4.4% | i | 1.4%
